VLA-4 inh: inhibition in a human VLA-4 binding assay. hit rate 0.2% among 330,000. inhibition, % (about 7 µM as worked out from the volumes in the protocol). P13612. VLA-4 expressing cells, ligand binding flow cytometry; in the data active means inhibition above about 50%
AGP1 TOR yeast: modulators of TOR pathway AGP1-GFP in S. cerevisiae | S. cerevisiae AGP1-GFP multiplex flow cytometry, 3 h; GFP as percent of DMSO wells | GFP response vs DMSO, % at 10 µM | hit rate 0.02% among 320,000 | AID 2066;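 active means GFP response relative to DMSO above a set limit, near screen average plus 3 SD, cut at about 150% in these data; inconclusive means fewer than 70 cells counted for the yeast strain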;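 further: median GFP channel fluorescence of the gated AGP1 strain per well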
GLD-1 RNA inh: GLD-1-TGE RNA interaction inhibition (C. elegans); purified GLD-1 + fluorescein TGE RNA, fluorescence polarization; inhibition, % at 5.96 µM; hit rate 0.44% among 320,000; AID 2280;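 active means percent inhibition above a per-plate cutoff, the plate mean of test compounds plus 3 SD, cut at about 30% in these data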;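 further: 0% = DMSO wells with GLD-1 and probe and 100% = wells lacking GLD-1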
Target sequence (Q17339 whole entry, looked up): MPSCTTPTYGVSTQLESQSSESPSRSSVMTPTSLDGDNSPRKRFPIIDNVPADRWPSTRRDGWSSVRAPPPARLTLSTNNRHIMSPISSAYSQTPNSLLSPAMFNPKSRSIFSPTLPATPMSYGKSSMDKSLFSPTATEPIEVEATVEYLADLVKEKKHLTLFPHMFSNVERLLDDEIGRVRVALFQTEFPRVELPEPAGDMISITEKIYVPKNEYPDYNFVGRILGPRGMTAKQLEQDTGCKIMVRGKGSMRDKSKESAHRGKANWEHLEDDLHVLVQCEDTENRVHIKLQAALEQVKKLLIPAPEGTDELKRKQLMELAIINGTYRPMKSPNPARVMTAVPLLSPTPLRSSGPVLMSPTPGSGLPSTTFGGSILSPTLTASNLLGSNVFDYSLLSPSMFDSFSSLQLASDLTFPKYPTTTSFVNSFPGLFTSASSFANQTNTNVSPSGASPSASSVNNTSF
Fam108B counter: counter-screen for RBBP9 inhibitors: inhibitors of mouse Fam108B. recombinant Fam108B, FP-Rh probe fluorescence polarization. inhibition, % at 9.51 µM. hit rate 0.33% among 300,000. AID 1947;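 active means inhibition above the screen mean inhibition plus 3 SD, computed separately per campaign, cut at about 18% in these data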;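 further: inhibitors lower polarization as less probe binds the enzyme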
BCLXL inh: Bcl-xL (human) inhibition; Q07817; GST-Bcl-xL / FITC-Bim BH3 peptide fluorescence polarization; inhibition, % at 10.9 µM; hit rate 0.7% among 320,000; AID 2129;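 active means inhibition above the mean of all tested compounds plus 3 SD, cutoff set per campaign, cut at about 30% in these data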;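 further: 0% = DMSO wells and 100% = unlabeled Bim-BH3 peptide competitor; inhibitors lower millipolarization by displacing the labeled peptide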
Target sequence (Q07817 whole entry, looked up): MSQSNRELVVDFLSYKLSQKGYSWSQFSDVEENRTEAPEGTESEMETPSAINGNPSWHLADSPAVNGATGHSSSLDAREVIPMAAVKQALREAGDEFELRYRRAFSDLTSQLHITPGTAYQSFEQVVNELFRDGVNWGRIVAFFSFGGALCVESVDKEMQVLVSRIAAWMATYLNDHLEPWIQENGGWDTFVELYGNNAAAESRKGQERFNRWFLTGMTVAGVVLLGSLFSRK
MEX-5 binding: C. elegans MEX-5 TCR-2 RNA binding activity; Q9XUB2; activity score (negative = inhibition of binding), % at 10 µM; AID 1832; MEX-5/FITC-TCR2 RNA binding, fluorescence polarization; hits give low values; hit rate 0.38% among 300,000;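 active means inhibition past about -25% in most replicates, and total fluorescence under double the plate's negative control median, limit read from the data; inconclusive means replicates evenly split on the limit, or fluorescence at least double controls; inactive means too little inhibition in most replicates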;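 further: 0% = DMSO and -100% = 5 µM competing unlabeled TCR2 RNA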
CIT2 TOR yeast: yeast TOR pathway CIT2-GFP modulation. S. cerevisiae CIT2-GFP strain, flow cytometry, 3 h; 100 means same as DMSO wells. GFP response vs DMSO, % at 10 µM. hit rate 0.065% among 320,000;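 active means GFP response relative to DMSO above a set limit, near the screen mean plus 3 SD, cut at about 150% in these data; inconclusive means Fewer than 70 cells measured for a yeast strain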;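 further: ratio of well median GFP fluorescence to mean of DMSO wells on the plate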
GRK2 aptamer HTS: inhibitors of human GRK2 displacing RNA aptamer. P25098. bead flow cytometry, FAM-aptamer displacement from GRK2. inhibition of aptamer binding, % at 10 µM. hit rate 0.59% among 330,000. AID 488847;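 active means inhibition of aptamer binding above 40%, roughly 3 SD of noise, on plates passing a quality check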;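 further: median bead fluorescence of bound FAM aptamer so fluorescent compounds give negative values; no value below 0 was filed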
MCL1-BIM inh: inhibitors of human MCL1 binding to BIM-BH3 peptide; Q07820; GST-MCL1 / FITC-Bim-BH3 fluorescence polarization; inhibition, % at 10.9 µM; hit rate 0.68% among 320,000; AID 2057;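 active means inhibition above the mean inhibition of all tested compounds plus 3 SD, set per campaign, cut at about 40% in these data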;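 further: 0% = DMSO wells and 100% = unlabeled Bim-BH3 peptide control; higher means more loss of mP so more displacement of Bim peptide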
Target sequence (Q07820 whole entry, looked up): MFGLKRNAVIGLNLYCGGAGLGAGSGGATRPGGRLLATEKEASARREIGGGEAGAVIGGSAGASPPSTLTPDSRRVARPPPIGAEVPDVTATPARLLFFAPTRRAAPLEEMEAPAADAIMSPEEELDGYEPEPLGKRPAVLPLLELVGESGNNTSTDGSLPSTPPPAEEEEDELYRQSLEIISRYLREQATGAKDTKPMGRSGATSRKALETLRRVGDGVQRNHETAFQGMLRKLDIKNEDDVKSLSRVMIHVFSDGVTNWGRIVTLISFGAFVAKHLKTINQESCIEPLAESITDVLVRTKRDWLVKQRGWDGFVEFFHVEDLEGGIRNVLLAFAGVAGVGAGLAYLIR
Starred values were filed as active, the others as inactive; ? = inconclusive; nt = no result given. Rows were taken by chance. Share with any hit: about 2.2%.

Compound	VLA-4 inh	AGP1 TOR yeast	GLD-1 RNA inh	Fam108B counter	BCLXL inh	MEX-5 binding	CIT2 TOR yeast	GRK2 aptamer HTS	MCL1-BIM inh
COC(=O)c1ccc(CNC(=O)c2ccc(S(=O)(=O)N3CCCC(C)C3)cc2)cc1 (centres undefined)	0	103	5	nt	-10	nt	97	0	-10
CCOC(=O)c1c(C)[nH]c(N=Nc2cccc(C)c2)c1C	-1	94	4	2	5	-3.7	97	2	5
Cc1ccc(S(=O)(=O)N2CC3CCCN3c3ccc(C(F)(F)F)cc32)cc1 (centres undefined)	18	103	6	1	2	-0.7	96	1	-4
O=C(CNC(=O)N1CC(=O)Nc2ccccc21)NCc1ccccc1	0	?	-8	2	4	-0.6	?	0	-3
Cc1ccc(O)c(C(=O)c2cnc3c(c2)COc2ccccc2-3)c1	14	nt	5	-6	5	1.2	85	5	-2
COc1ccc(NC(=S)N(Cc2ccc(Cl)cc2)Cc2ccc(C(=O)O)cc2)cc1Cl	-5	88	3	2	1	2.7	91	0	6
O=C(COc1ccc2ccccc2c1)Nc1cccc(C(=O)Nc2ccccc2C(=O)O)c1	0	99	2	-20	7	-0.6	93	10	-7
Cc1cc(C(=O)N/N=C/c2cccc(OC(=O)c3ccco3)c2)n[nH]1	5	117	5	-1	3	-3.1	112	0	8
c1ccc(-c2nnc(SCC3CCCCO3)nc2-c2ccccc2)cc1 (centres undefined)	9	101	5	4	1	0.3	105	3	-2
COc1ccc(C(=O)NC(C)c2nc3ccccc3n2C)cc1OC (centres undefined)	0	102	15	6	8	-1.9	109	2	6
COc1ccc(NC(=S)N(CCC(C)C)C2CCN(C(C)=O)CC2)cc1	-3	99	-10	2	3	-1.1	103	0	11
CCOC(=O)c1c(NC(=O)Cc2ccccc2)sc2c1CCN(CC)C2	17	97	-5	0	0	-3.2	96	4	2
CCC(C)NC(=O)C1CCCN(C(=O)NC2CCCCC2)C1 (centres undefined)	1	104	10	0	7	-0.1	98	0	6
CCc1ccc(C(=O)Nn2c(C)nc3ccccc3c2=O)cc1	0	95	2	0	-1	-2.5	100	1	-3
COc1ccccc1NC(=O)CSc1nnnn1-c1ccccc1F	0	103	1	0	1	-1.1	104	0	-1

Rewritten with values under each structure: entries from further up
Every second line gives: VLA-4 inh, AGP1 TOR yeast, GLD-1 RNA inh, Fam108B counter, BCLXL inh, MEX-5 binding, CIT2 TOR yeast, GRK2 aptamer HTS, MCL1-BIM inh
> CCOC(=O)c1c(C)[nH]c(N=Nc2cccc(C)c2)c1C
→ -1, 94, 4, 2, 5, -3.7, 97, 2, 5
> Cc1ccc(S(=O)(=O)N2CC3CCCN3c3ccc(C(F)(F)F)cc32)cc1 (centres undefined)
→ 18, 103, 6, 1, 2, -0.7, 96, 1, -4
> O=C(CNC(=O)N1CC(=O)Nc2ccccc21)NCc1ccccc1
→ 0, ?, -8, 2, 4, -0.6, ?, 0, -3
> Cc1ccc(O)c(C(=O)c2cnc3c(c2)COc2ccccc2-3)c1
→ 14, nt, 5, -6, 5, 1.2, 85, 5, -2
> COc1ccc(NC(=S)N(Cc2ccc(Cl)cc2)Cc2ccc(C(=O)O)cc2)cc1Cl
→ -5, 88, 3, 2, 1, 2.7, 91, 0, 6
> O=C(COc1ccc2ccccc2c1)Nc1cccc(C(=O)Nc2ccccc2C(=O)O)c1
→ 0, 99, 2, -20, 7, -0.6, 93, 10, -7
> Cc1cc(C(=O)N/N=C/c2cccc(OC(=O)c3ccco3)c2)n[nH]1
→ 5, 117, 5, -1, 3, -3.1, 112, 0, 8
> c1ccc(-c2nnc(SCC3CCCCO3)nc2-c2ccccc2)cc1 (centres undefined)
→ 9, 101, 5, 4, 1, 0.3, 105, 3, -2
> COc1ccc(C(=O)NC(C)c2nc3ccccc3n2C)cc1OC (centres undefined)
→ 0, 102, 15, 6, 8, -1.9, 109, 2, 6

New compounds follow:
Compound	VLA-4 inh	AGP1 TOR yeast	GLD-1 RNA inh	Fam108B counter	BCLXL inh	MEX-5 binding	CIT2 TOR yeast	GRK2 aptamer HTS	MCL1-BIM inh
O=C(NC(=O)N1CCN(c2cccc(Cl)c2)CC1)c1ccc(Cl)cc1	1	83	-2	-1	4	-1.3	78	0	10
O=C1NC2(CCCCC2)C(=O)N1/N=C/c1ccc(O)cc1O	20	101	-2	2	6	0.6	100	1	5
O=C(/C=C/c1ccc(S(=O)(=O)N2CCOCC2)cc1)NCCCn1ccnc1	17	98	2	-1	5	2.5	89	0	5
Cc1cc(Nc2cc(C(=O)O)ccc2C)n2ncnc2n1	8	90	-4	1	8	-0.3	97	0	1
Cc1cnnc2c1-c1no[n+]([O-])c1CC2	7	102	5	1	-3	-4.1	106	1	3
COc1ccc(NS(=O)(=O)c2c(C)n(C)c(=O)n(C)c2=O)cc1OC	19	99	2	0	0	0.5	97	2	1
O=C(NCCN1CCN(c2ccccc2)CC1)c1ccc2c(c1)[nH]c(=S)n1c3ccccc3nc21	1	101	2	-1	1	-1.0	101	1	-5
CCNc1nc(SCc2ccccc2)nc(N2CCOCC2)n1	19	70	4	2	8	0.1	87	1	13
COc1ccc(Cl)cc1C(=O)NNC(=O)c1nn(C)c(=O)c2ccccc12	4	98	2	nt	nt	nt	84	0	nt
C/C=C/C(=O)OCC(=O)Nc1ccc(SC(F)F)cc1	8	90	-4	-9	-1	-0.7	91	0	-1
COc1ccc(-n2nc(C(=O)NCC(=O)N3CCN(C)CC3)c3ccccc3c2=O)cc1	17	101	3	1	7	0.0	96	0	7
CCn1cc(C(=O)NCCc2ccccc2)c(=O)c2cc(S(=O)(=O)N(C)C)ccc21	-2	97	8	-3	0	1.5	95	2	6
C/C=N/NC(=O)CCNC(=O)c1ccccc1	9	96	-4	0	-5	0.2	96	0	2
O=C(COC(=O)CN1C(=O)NC2(CCCC2)C1=O)Nc1ccccc1C(F)(F)F	-1	102	-4	0	1	0.8	100	1	-6
CCn1nc(NC(=O)c2ccco2)c2cc3ccc(C)cc3nc21	1	100	1	-4	5	1.8	98	0	3
COc1ccc(/C=N\NC(=O)c2ccccc2F)cc1COc1ccc(F)cc1	-13	89	-2	4	0	-2.1	85	1	0
COc1ccc(CCNC(=O)CNC(=O)c2ccccc2Br)cc1OC	12	103	0	0	3	-2.0	102	0	1
COc1ccccc1/C=C/C=N/n1c(-c2ccncc2)n[nH]c1=S	9	91	-6	-2	-24	-1.4	93	0	-25
CN(C)S(=O)(=O)c1cccc(NC(=O)CNCC2CCCCC2)c1	-1	93	5	2	4	-1.1	93	0	3
COc1ccc(O)c(C(=O)c2cnc3c(c2)c(=O)[nH]c(=O)n3C)c1	-13	101	-9	0	3	1.5	96	0	4
Cc1cc(=O)[nH]c2ccc(Cl)cc12	0	101	3	-1	3	2.1	89	0	2
Cc1ccc(SCC(=O)Nc2ccc3c(c2)OCCO3)cc1	8	105	7	-2	-1	-0.7	99	0	-6
Cc1ccc(C(C)C)cc1S(=O)(=O)Nc1ccncc1	18	96	3	-1	0	0.3	96	0	-5
COc1ccc(C(=O)N2N=C(c3cccs3)CC2c2ccccc2O)cc1 (centres undefined)	-5	95	-2	-13	12	-1.8	83	0	3
COc1ccc(C(CCNCc2ccccc2F)c2ccc(F)cc2)cc1 (centres undefined)	-1	107	13	2	-8	4.9	97	0	-5
COc1ccccc1OCCN1C(=O)S/C(=C\c2ccco2)C1=O	-3	92	9	2	1	2.1	85	1	-1
Nn1cnn(Cc2ccccc2)c1=S	-7	95	8	0	0	nt	90	2	-1
CS(=O)(=O)N1CCN(c2ccc(NC(=O)c3ccc(Br)o3)cc2)CC1	-3	100	-5	-1	19	-0.5	?	0	5
COc1ccc(-n2c(=S)[nH]c3cc(C(=O)N(C)Cc4ccccc4)ccc3c2=O)cc1	8	87	-1	1	9	-4.4	90	3	7
COC(=O)c1cc(OC)c(OC)cc1NC(=O)Nc1ccccc1OC	8	104	-2	3	5	-1.7	112	0	2
Cc1cc(C)c2nc(N3CCCC3)c(C#N)cc2c1	-5	88	3	-7	7	-3.8	80	0	-7
COc1ccc(/C=N\NC(=O)c2nn(C)cc2Cl)cc1CN1CCOCC1	13	106	-2	-2	1	-0.2	106	0	-1
O=C(CSc1c2c(nc3cc(Cl)ccc13)CCCC2)NCc1ccco1	3	108	6	-8	7	-2.1	107	0	9
COCC(C)NC(=O)c1cc(S(=O)(=O)N2CCCCC2)ccc1N1CCOCC1 (centres undefined)	-14	80	-1	0	-15	-0.5	90	7	-19
COc1ccccc1C(=O)N1CCNC(=O)C1CC(=O)Nc1cccc(C)c1 (centres undefined)	10	100	-3	5	-4	1.3	103	0	5
NS(=O)(=O)c1ccc(NC(=S)N2CCN(c3cccc(Cl)c3)CC2)cc1	-5	86	1	-1	8	1.2	89	0	15
C(=N\N1CCN(Cc2cccc3ccccc23)CC1)/c1cccs1	7	109	5	1	1	-3.5	101	1	-7
O=C(NCCCCCCNC(=O)c1ccncc1)c1ccncc1	-2	97	-3	0	4	-1.5	95	3	-2
CCN(CC(=O)NCc1ccc(F)cc1)C(=O)CN1CCN(c2ccccc2OC)CC1	2	99	6	-3	-8	1.2	100	0	-26
COc1cc(C(=O)NNC(=O)c2ccc3ccccc3n2)cc(OC)c1OC	8	107	2	nt	2	nt	110	2	3
NC(=O)C1CCN(c2nc(-c3ccc4ccccc4c3)cs2)CC1	0	93	-3	nt	5	nt	92	0	13
COc1ccccc1N1CC(C(=O)NCC2COc3ccccc3O2)CC1=O (centres undefined)	-4	103	5	nt	nt	nt	113	0	nt
COc1ccc(C2=NOC(C(=O)NCc3ccccn3)C2)cc1 (centres undefined)	10	98	9	-1	2	-0.2	94	1	1
COc1ccc(CCN(C)C(=O)CCNS(=O)(=O)c2ccccc2C(F)(F)F)cc1OC	0	93	-2	nt	5	nt	93	0	4
COc1cccc(COc2ccc3c(C)c(Cc4ccccc4)c(=O)oc3c2)c1	3	90	4	-5	2	1.9	91	3	2
COc1ccc(CCNC(=O)CCOc2ccc(C(C)(C)C)cc2)cc1OC	11	104	3	0	-1	-2.9	101	3	-2
CC(C)Oc1ccc(CCC(=O)NNC(=S)Nc2ccccc2)cc1	5	106	2	4	1	2.1	108	1	6
CCN1CCN(CC2CC3C=CC2C3)CC1 (centres undefined)	13	100	5	-1	5	-1.9	101	3	11
CCC(=O)Nc1sc2c(c1C(N)=O)CCC2	-54	99	-11	3	-4	-0.6	93	0	-4
Cc1ccc(-c2nnc(N3CCN(c4ccccn4)CC3)c3ccccc23)cc1	-34	97	-3	2	3	-0.6	105	3	-3
S=C(NCCCN1CCOCC1)Nc1ccc(-c2nc3ccccc3[nH]2)cc1	8	106	6	-3	9	1.1	105	1	11

Bioassay records: PubChem BioAssay, several laboratories
